High-throughput results from PubChem.
procasp7 counter – procaspase-7 activators, primary screen, counter-screen for procaspase-3 activator project, biochemical, absorbance, HTS, human | Caspase-7 (Homo sapiens), P55210 | recombinant procaspase-7, Ac-DEVD-pNA absorbance 405 nm; D23A/D198A/D206A triple mutant, cannot self-cleave; scale: DMSO 0, 5 µM enzyme 100 | activation, % at 8.5 µM | hit rate 0.093% among 330,000;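 active means percent activation above the screen-wide mean plus 3 SD, cut at about 25% in these data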
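signal = Epi-absorbance of released pNA at 405 nm, two timepoints | assay system = Uncleavable procaspase-7 mutant enzyme | reagent = Ac-DEVD-pNA substrate, 400 µM as added | times = 1 h enzyme–compound preincubation and 2 h substrate reaction, both 25 °C | benchmarks = low DMSO alone, high DMSO plus 5 µM PC-7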
procasp3 activ – activators of human procaspase-3 D3A mutant, primary screen, biochemical, absorbance, PC-3 D3A mutant, single concentration; hit rate 0.11% among 330,000; recombinant procaspase-3 D3A, Ac-DEVD-pNA absorbance 405 nm; activation, % at 8.5 µM; Caspase-3 (Homo sapiens), P42574;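 active means activation above the mean of all tested compounds plus 3 SD, cut at about 21% in these data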;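 further: 0% = DMSO alone and 100% = DMSO wells spiked with extra 5 µM PC-3 D3A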
Target sequence (P42574 whole entry D9A/D28A/D175A): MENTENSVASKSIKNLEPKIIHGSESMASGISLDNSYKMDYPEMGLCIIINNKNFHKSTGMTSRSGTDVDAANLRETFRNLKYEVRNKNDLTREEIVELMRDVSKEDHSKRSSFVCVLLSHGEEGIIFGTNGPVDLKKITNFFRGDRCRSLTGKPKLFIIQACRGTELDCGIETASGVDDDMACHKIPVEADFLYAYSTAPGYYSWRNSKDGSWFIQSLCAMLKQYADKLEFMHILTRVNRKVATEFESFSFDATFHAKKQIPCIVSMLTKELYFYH
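assay system = Procaspase-3 D3A mutant | signal = absorbance at 405 nm, 0 and 120 min | times = 1 h preincubation plus 2 h reaction at 25 °C | repeats = single replicate | read-out = % activation between DMSO and enzyme-spiked controls | medium = Zinc-free HEPES saline buffer with Triton X-100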
VLA-4 inh – inhibition in human VLA-4 binding assay, primary screen, VLA-4 allosteric modulator project, MLPCN library, flow cytometry, VLA-4 expressing cells. inhibition, % (about 7 µM as worked out from the volumes in the protocol). hit rate 0.2% among 330,000. Integrin alpha-4 (Homo sapiens), P13612. ligand binding flow cytometry; in the data active means inhibition above about 50%
PP5 primary – PP5 phosphatase inhibitors, primary screen, biochemical, fluorescence; purified PP5c, OMFP substrate fluorescence; hit rate 0.18% among 320,000; inhibition, % at 6.7 µM; AID 1987, 2009; Serine/threonine-protein phosphatase 5 (Homo sapiens), P53041;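 active means inhibition above the campaign's mean inhibition across all tested compounds plus 3 SD, cut at about 9.5% in these data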;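 further: 0% = DMSO only and 100% = 100 µM cantharidin control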
PP1 inh – PP1-alpha phosphatase inhibitors, primary screen, counter-screen for PP5 inhibitor project, biochemical, fluorescence, OMFP substrate, single point; Serine/threonine-protein phosphatase PP1-alpha catalytic subunit (Homo sapiens), P62136; purified PP1alpha; inhibition, % at 6.7 µM; hit rate 0.9% among 320,000;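 active means inhibition above the mean inhibition of all tested compounds plus 3 SD, computed separately for each screening campaign, cut at about 15% in these data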
HCV core dimer – inhibitors of HCV core protein dimerization, primary screen, biochemical, TR-FRET, high-throughput | TR-FRET GST/Flag-core106 dimerization, 1536-well | inhibition, % at 5 µM | hit rate 0.33% among 300,000 | AID 1899, 2009;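 active means inhibition above the mean of all tested compounds plus 3 SD, set per screening campaign, cut at about 45% in these data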
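Assay system: Tagged HCV core106 pair (GST and Flag) | Buffer or medium: KF-containing HEPES buffer, pH 7.45, DTT, CHAPS, BSA | Also added: Eu donor and XL665 acceptor anti-tag antibodies | Dosing: One concentration, 5 µM, in 0.5% DMSO | Timing: 4 h at 22.5 °C | Technique: TR-FRET 671 and 617 nm emission | Repeats: Singlicate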
GASC-1 inh – inhibitors of GASC-1 histone demethylase, primary screen, biochemical, fluorescence, DELFIA europium. AID 2099, 2009. inhibition, % at 2.35 µM. Lysine-specific demethylase 4C (Homo sapiens), Q9H3R0. hit rate 0.069% among 330,000. GST-JMJD2C(1-420) H3K9me3 demethylation;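 active means more than half of a compound's replicate wells show inhibition beyond 50%, single wells judged on their own value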;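 further: signal counts dimethyl H3K9 product captured on neutravidin plate; 0% = median of DMSO wells and 100% = 0.3 times that DMSO median; strong numbers were not always called active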
Target sequence (Q9H3R0 1-420 limits assumed): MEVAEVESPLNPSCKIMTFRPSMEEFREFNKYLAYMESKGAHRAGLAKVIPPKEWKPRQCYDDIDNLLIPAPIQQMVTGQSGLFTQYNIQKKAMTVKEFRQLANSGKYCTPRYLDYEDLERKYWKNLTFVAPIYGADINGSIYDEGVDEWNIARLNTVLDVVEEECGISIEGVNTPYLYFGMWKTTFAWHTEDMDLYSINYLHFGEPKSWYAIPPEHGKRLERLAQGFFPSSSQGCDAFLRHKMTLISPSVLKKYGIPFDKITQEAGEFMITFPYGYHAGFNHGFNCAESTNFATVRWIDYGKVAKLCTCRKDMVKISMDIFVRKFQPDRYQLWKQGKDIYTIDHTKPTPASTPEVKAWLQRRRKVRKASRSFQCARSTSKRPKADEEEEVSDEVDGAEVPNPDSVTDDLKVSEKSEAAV
CTSL1 counter – Fasciola hepatica cathepsin L1 inhibitors, primary screen, counter-screen for PFM18AAP inhibitor project, biochemical, QFRET, fluorogenic peptide substrate | inhibition, % at 5.96 µM | hit rate 0.49% among 300,000 | recombinant F. hepatica cathepsin L1, Z-Leu-Arg-MCA fluorescence;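 active means inhibition above the mean of all tested compounds plus 3 SD, set per screening campaign, cut at about 17% in these data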;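 further: 0% = plate median of test compound wells and 100% = 1 µM Z-Phe-Ala-diazomethylketone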
GRK2 inh – compounds blocking aptamer binding on GRK2 – biochemical, human GRK2, bead flow cytometry, HTS, primary screen; Beta-adrenergic receptor kinase 1 (Homo sapiens), P25098; FAM-aptamer displacement from GRK2; inhibition of aptamer binding, % at 10 µM; hit rate 0.59% among 330,000; AID 488847, 2010;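 active means inhibition of aptamer binding above 40%, roughly 3 SD of noise, on plates passing a quality check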;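 further: median bead fluorescence of bound FAM aptamer so fluorescent compounds give negative values; no value below 0 was filed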
The depositor's hits bear a star; · = no result given. This is a random part of the collection; about 2.6% have a hit in one of these screens.

Fields: procasp7 counter	procasp3 activ	VLA-4 inh	PP5 primary	PP1 inh	HCV core dimer	GASC-1 inh	CTSL1 counter	GRK2 inh
- CCC(NS(=O)(=O)c1ccc(OC)cc1)C(=O)NCCc1ccccc1 (configuration not stated)
  9	3	6	1.0	-4	7	9	10	0
- COc1ccc(-n2c(Cc3cccs3)nnc2SCC(=O)Nc2ccc3c(c2)OCCO3)cc1
  4	-5	38	2.7	-2	12	-5	-1	11
- Cc1ccsc1C(=O)OCC(=O)N1CCc2ccccc2C1
  6	7	-15	0.7	-5	7	14	-12	1
- CC(C)(C)c1ccc(C(=O)N/C(=C\c2cccs2)C(=O)NCc2ccco2)cc1
  -11	5	15	6.1	6	19	35	2	0
- CSc1cccc(N2CC(C(=O)Nc3ccccc3N3CCCC3)CC2=O)c1 (configuration not stated)
  0	7	-4	1.2	3	0	5	13	0
- CCN1CCN(c2ccc(S(=O)(=O)N3CCOCC3)cc2NC(=O)CC(C)C)CC1
  -3	-4	4	-2.2	-5	·	-1	·	0
- OCCCNC(c1ccccc1)c1ccc(O)cc1 (configuration not stated)
  4	7	26	2.1	-3	-4	3	-4	0
- Cc1ccc(S(=O)(=O)NC(C)c2ccccc2)cc1[N+](=O)[O-] (configuration not stated)
  12	8	3	-0.2	-2	-1	1	0	2
- COC(=O)c1c(SCc2ccc(C#N)cc2)nc(=O)[nH]c1C
  8	-4	-16	0.7	0	11	-13	0	1
- CCCCC(=O)Nc1ccc2c(c1)nc(CN1CCN(C(=O)OCC)CC1)n2C
  2	-8	6	1.1	0	-7	24	-4	1
- Cc1cc(=O)oc2cc(OCC3CC(c4ccc(Br)cc4)=NO3)ccc12 (configuration not stated)
  -7	8	-3	2.6	0	12	9	-3	0
- O=C1CCC(/C=C/c2ccccc2)=NN1Cc1ccccc1Cl
  -9	1	12	1.5	0	7	-17	0	0
- CCOC(=O)C1(Cc2cccc(OC)c2)CCN(C2CCOCC2)CC1
  -6	-9	-85	-0.1	0	-8	-6	0	0
- COc1cccc(-c2nn(-c3ccc(C)cc3)cc2C(=O)N(C)CC(=O)Nc2cccc(F)c2)c1
  -5	8	19	7.1	2	·	-9	·	3
- CN(Cc1ccccc1)S(=O)(=O)c1ccc(NS(C)(=O)=O)cc1
  6	-2	11	0.6	1	-3	-6	0	0
- COc1cc(C(=O)NC2CCCc3ccccc32)cc(OC)c1OC (configuration not stated)
  2	2	3	2.3	2	7	-4	0	0
- CCC(C)NS(=O)(=O)c1ccc(S(=O)(=O)N(CC(=O)Nc2ccccc2)CC2CCCO2)cc1 (configuration not stated)
  8	4	-3	2.7	-4	3	4	1	4
- C=Cn1cc[n+](CC(=O)c2ccc(Br)cc2)c1
  11	3	-2	1.0	-1	2	8	-2	0
- Cc1cnc(NC(=O)CC2CCCC2)s1
  1	4	7	0.1	-1	-3	0	-4	0
- CCCCNC(=O)c1cc(C)no1
  6	9	5	2.4	-3	0	11	2	0
- COc1ccc(Cl)cc1NC(=O)C12CCC(C)(C(=O)O1)C2(C)C (configuration not stated)
  4	-2	-5	3.3	-8	-2	-10	1	0
- Cc1ccc(CNC(=O)C2CCN(S(=O)(=O)c3c(C)noc3/C=C/N(C)C)CC2)cc1
  5	9	15	4.4	4	9	1	4	0
- NC(=O)c1nsc(C(=O)N(c2ccc(F)cc2)C(C(=O)NC2CCCC2)c2ccncc2)c1N (configuration not stated)
  -2	-4	-3	-1.6	0	-9	-6	8	0
- CCOC(=O)[C@H]1[C@H]2COc3ccc(C)cc3[C@@H]2N2C(=O)c3cc(Br)ccc3NC(=O)[C@@]12C
  -6	-3	11	·	·	·	-25	·	0
- O/N=C(\c1ccccc1)C(O)c1ccccc1 (configuration not stated)
  19	10	1	0.7	0	0	-12	-1	0
- O=C(CCNS(=O)(=O)c1ccccc1F)N1CCN(S(=O)(=O)c2cccc(F)c2)CC1
  11	10	3	2.2	-6	0	-13	0	2
- CCNC(=O)Cc1ccc(S(=O)(=O)N2CCOCC2)s1
  1	-1	6	0.4	-5	·	10	·	0
- CCCOc1ccc(N2C(=O)CC(SCCN)C2=O)cc1 (configuration not stated)
  -11	-21	2	-1.0	-2	0	6	0	3
- COc1ccccc1NC(=O)CSc1nc(O)c(Cc2ccccc2)c(=O)[nH]1
  13	6	9	1.8	0	-3	-2	2	0
- CCCc1cc(=O)[nH]c2nnc(SCC(=O)Nc3nccs3)n12
  8	4	1	-0.9	-2	-3	-62	-4	0
- Cc1ccc(Cn2nnc(C(=O)Nc3cc(C)ccc3C)c2N)cc1
  -2	3	2	5.8	4	1	1	1	0
- Cc1ccc(-n2nnnc2SCC(=O)NC2CC2)cc1C
  -1	2	-13	0.9	1	-21	-6	2	0
- Cc1ccc2nc(C)cc(C(=O)OCC(=O)Nc3cccnc3Cl)c2c1
  5	7	-18	1.9	2	-1	191	-3	5
- Cc1c(NC(=O)OCCNC(=O)COc2c(Cl)cccc2Cl)sc(=S)n1C
  -1	9	-12	1.7	0	0	0	0	1
- COc1ccc(CN2CCCC(CNC(=O)c3ccc(F)cc3)C2)cc1OC (configuration not stated)
  -1	13	1	0.1	2	-1	-2	1	0
- CCOCCCn1cnc2c(c1=O)c1nc3ccccc3nc1n2-c1ccc(C)cc1
  8	-3	10	0.9	-4	1	5	3	0
- O=C(COC(=O)c1cccc(Br)c1)NCCc1ccccc1
  2	0	7	-0.3	-1	-2	-9	-2	0
- CCN(CC)S(=O)(=O)c1ccc(NS(=O)(=O)c2ccc3oc(=O)[nH]c3c2)cc1
  4	1	-3	0.1	-1	0	9	-4	3
- CCOc1ncccc1C(=O)OCC(=O)NC1CC1
  -10	3	3	3.5	-5	-5	-7	-4	2
- O=C(Cn1c(=O)oc2cc(S(=O)(=O)N3CCCC3)ccc21)N1CCN(c2ccccc2F)CC1
  -2	-6	-10	2.2	0	-8	10	1	0

Compound profiles (already shown):
COc1ccccc1NC(=O)CSc1nc(O)c(Cc2ccccc2)c(=O)[nH]1 is entered as procasp7 counter = 13; procasp3 activ = 6; VLA-4 inh = 9; PP5 primary = 1.8; PP1 inh = 0; HCV core dimer = -3; GASC-1 inh = -2; CTSL1 counter = 2; GRK2 inh = 0
Cc1ccc(-n2nnnc2SCC(=O)NC2CC2)cc1C is entered as procasp7 counter = -1; procasp3 activ = 2; VLA-4 inh = -13; PP5 primary = 0.9; PP1 inh = 1; HCV core dimer = -21; GASC-1 inh = -6; CTSL1 counter = 2; GRK2 inh = 0
COc1ccc(CN2CCCC(CNC(=O)c3ccc(F)cc3)C2)cc1OC (configuration not stated) is entered as procasp7 counter = -1; procasp3 activ = 13; VLA-4 inh = 1; PP5 primary = 0.1; PP1 inh = 2; HCV core dimer = -1; GASC-1 inh = -2; CTSL1 counter = 1; GRK2 inh = 0

Further compounds follow:
Fields: procasp7 counter	procasp3 activ	VLA-4 inh	PP5 primary	PP1 inh	HCV core dimer	GASC-1 inh	CTSL1 counter	GRK2 inh
- Cc1[nH]c(=S)n(CC2CCCO2)c1C (configuration not stated)
  -8	-12	21	-2.3	0	0	1	4	0
- C/C(=N\NC(=O)c1cc2c(s1)CCC(C)C2)c1ccc[nH]1 (configuration not stated)
  -8	-4	-16	0.0	0	·	9	·	0
- Cn1c(=O)cc(OCC(=O)N2CCN(c3cccc(C(F)(F)F)c3)CC2)c2ccccc21
  4	-3	-13	1.6	-2	3	-33	1	0
- COc1ccc(C(=O)/C=C/c2ccc(N3CCCCC3)c([N+](=O)[O-])c2)cc1
  -9	1	17	3.3	5	3	-1	-3	0
- COc1ccc(C(=O)Nc2cccc(-c3cnc4ccccc4n3)c2)cc1
  -6	-1	-1	0.9	0	9	7	8	0
- CCOC(=O)N1CCN(Cc2cn[nH]c2-c2cccc3ccccc23)CC1
  8	-5	-17	0.0	-2	-3	0	2	0
